Screening data (PubChem)
H37Rv inhibition = M. tuberculosis growth inhibition, HTS (AID 449762); M. tuberculosis H37Rv growth inhibition, 7H9 media; higher % means a stronger effect; one-dose inhibition, % at 25 µM; IC50 in µM for titrated hits; 0.59% of 330,000 active; in the data active = a potency from the dose series; inconclusive = inhibition above about 70% without an active follow-up result;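 note: bacterial growth assessed after seven days of incubation; strong numbers were not always called active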
PhoP GFP inhibition = PhoP regulon inhibitors, Salmonella typhi PhoP promoter GFP reporter, confirmatory (AID 1850). Salmonella Typhi PhoP-promoter GFP reporter, fluorescence, 4 h; higher % means a stronger effect. inhibition, % at 50 µM, or IC50 in µM where a hit was titrated. 0.33% of 310,000 active; in the data active = a potency from the dose series; inconclusive = inhibition mostly from about 25% at the one dose, without a potency; inactive = the rest, 99 in 100 with inhibition below about 19%;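 note: 0% = induced wells with vehicle and 100% = uninduced wells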
inhibitors of VEEV = inhibitors of VEEV TC-83 cytopathic effect, confirmation, Vero cells (AID 588727) | Vero cells, VEEV TC-83 cytopathic effect inhibition; higher % means a stronger effect | one-dose inhibition, % at 20 µM; IC50 in µM for titrated hits | 0.13% of 350,000 active; in the data active = a potency from the dose series; inconclusive = inhibition mostly from about 14% at the one dose, without a potency; inactive = the rest, 99 in 100 with inhibition below about 12%; note: strong numbers were not always called active
tuberculosis growth = growth inhibition of non-replicating M. tuberculosis (AID 488890) | Mycobacterium tuberculosis non-replicating, growth inhibition; higher % means a stronger effect | one-dose inhibition, % at 25 µM; IC50 in µM for titrated hits | 0.39% of 320,000 active; in the data active = a potency from the dose series; inconclusive = inhibition mostly from about 82% at the one dose, without a potency; inactive = the rest, 99 in 100 with inhibition below about 76%;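 note: plate controls were DMSO cells for no effect and high antibiotic wells for full effect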
H1N1 NS1A inhibition = NS1A inhibition, H1N1 influenza, cell based functional assay (AID 504329); NS1A functional cell-based assay, percent inhibition; higher % means a stronger effect; inhibition, % at 12.5 µM, or IC50 in µM where a hit was titrated; 0.3% of 340,000 active; in the data active = a potency from the dose series; inconclusive = inhibition above about 27% without an active follow-up result; note: strong numbers were not always called active
inhibitors of VEEV 10K pilot screen = recorded beside inhibitors of VEEV, whose call it bears; inhibition, %; measured here: 10K pilot screen inhibition
* hit, by the source's call; i = inactive; u = inconclusive; x = not tested or not shown. Rows were taken by chance; any-hit rate near 1.5%.

SMILES	H37Rv inhibition	PhoP GFP inhibition	inhibitors of VEEV	tuberculosis growth	H1N1 NS1A inhibition	others
CCOC(=O)c1csc(CCNC(=O)c2oc3c(Cl)cc(C)cc3c2C)n1	-6.2%	-9.3%	7.4%	-4.7%	-5.4%
Fc1cccc(CNc2ncnc3ccc(-c4ccc5c(c4)OCO5)cc23)c1	u	x	5.2%	79.4%	-2.6%
CCn1c(Sc2ccc(N)cc2Cl)nc2ccccc21	-2.3%	-4.1%	0.5%	27.9%	-7.0%
CCCCNC(=O)C(NS(=O)(=O)c1cccc2nsnc12)c1ccccc1 (stereo not given)	2.0%	-3.1%	3.6%	12.3%	-4.9%
COc1ccccc1OCC(=O)OCC(=O)NCCN1C(=O)CSC1=O	-10.4%	-6.1%	i	-9.1%	-19.9%
COc1ccc(NC(=O)CN2C(=O)C(=O)N(C3CCCC3)C2=O)c(OC)c1	-0.9%	x	3.7%	39.7%	-5.4%
CCC(=O)N(Cc1ccco1)c1nc(-c2ccccc2)cs1	-3.3%	-4.8%	1.9%	-5.8%	12.7%
O=C(O)COc1ccccc1/C=C1\SC(=S)N(c2cccnc2)C1=O	8.8%	7.8%	x	11.2%	x
OCCC1CN(Cc2cccs2)CCN1Cc1ccccc1 (stereo not given)	2.6%	1.6%	0.2%	4.5%	-2.7%
CSCCC(NS(=O)(=O)c1ccc2c(c1)oc(=O)n2C)C(=O)NC1CCCCC1 (stereo not given)	-12.7%	7.9%	1.6%	-24.8%	-7.8%
OC1Cc2ccccc2C1Nc1cccc(C(F)(F)F)c1 (stereo not given)	x	x	6.4%	x	0.9%
COc1ccc(OC)c(C2c3[nH]c4ccccc4c3C[C@H]3C(=O)N(C4CC4)CC(=O)N23)c1 (stereo not given in full)	-8.1%	-3.6%	i	-3.7%	-0.5%

Brought forward from above: 2 compounds, followed by the next part.
SMILES	H37Rv inhibition	PhoP GFP inhibition	inhibitors of VEEV	tuberculosis growth	H1N1 NS1A inhibition	others
OC1Cc2ccccc2C1Nc1cccc(C(F)(F)F)c1 (stereo not given)	x	x	6.4%	x	0.9%
COc1ccc(OC)c(C2c3[nH]c4ccccc4c3C[C@H]3C(=O)N(C4CC4)CC(=O)N23)c1 (stereo not given in full)	-8.1%	-3.6%	i	-3.7%	-0.5%
CCCCCCCCc1nnc(N)s1	9.0%	4.3%	i	47.7%	x
N#Cc1c2n(c(=S)n(-c3ccc(F)cc3)c1=O)CCCCC2	-2.1%	3.1%	0.4%	-4.4%	-3.0%
COc1ccc(OCCC(=O)OCC(=O)NC2CCCCCCC2)cc1	-0.4%	2.6%	i	42.5%	6.0%
O=C(N/N=C/c1cc(Cl)cc([N+](=O)[O-])c1O)c1ccc2c(c1)OCO2	6.2%	-1.2%	i	u	-12.5%
Cc1c(C)c2ccc(OCC(=O)NCCCn3ccnc3)cc2oc1=O	0.0%	20.7%	1.4%	2.9%	-13.3%
N#Cc1c(NC(=O)COC(=O)c2nccnc2N)sc2c1CCCC2	0.1%	6.7%	i	-5.3%	-1.7%
O=C(COc1ccccc1F)NNC(=O)c1ccc(F)c(S(=O)(=O)N2CCOCC2)c1	-4.8%	x	i	11.4%	-0.3%
Cc1noc(C)c1COc1ccc(C(=O)N2CCN(c3ccccn3)CC2)cc1	-5.6%	-2.5%	3.9%	3.1%	-0.1%
CCN(CC)CCCNC(=O)C1c2cc(OC)c(OC)cc2C(=O)N(C)C1c1cccs1 (stereo not given)	-6.9%	8.3%	1.1%	-8.1%	-3.9%
O=C(c1ccccc1)N1CCCC(c2nc3c(nnn3Cc3ccccc3)c(=O)[nH]2)C1 (stereo not given)	-8.5%	6.4%	i	-2.7%	10.3%
c1nc(Nc2ccc(N3CCOCC3)cc2)c2ccsc2n1	5.4%	2.6%	1.5%	11.5%	-3.8%
S=C(Nc1cccc(Cl)c1)N(CCCN1CCCC1)Cc1cccn1Cc1ccc(Cl)cc1	u	9.4%	i	72.8%	8.4%
O=C(Nc1ccc(F)cc1)Nc1sccc1-c1nc2ccccc2s1	-2.9%	1.0%	3.1%	-1.9%	-1.8%
O=C(NCCC1=CCCCC1)c1cc(-c2ccccn2)nc2ccccc12	-0.3%	-8.4%	2.1%	6.8%	-3.9%
COc1ccc(Cl)cc1NC(=O)CN(C)CC(=O)Nc1cccc(S(=O)(=O)N2CCCC2)c1	x	x	6.6%	x	-0.1%
CC12CCC(=O)N1C(C(=O)OCC(=O)Nc1ccc(S(N)(=O)=O)cc1)CS2 (stereo not given)	11.7%	-6.3%	0.5%	2.8%	-2.1%
CCc1cc2c(nc1CC)CCN(CC/C(C)=N/O[C@@H](C)c1cc(-c3c(C)cc(C)cc3C)no1)C2	u	-0.3%	x	65.7%	x
CCCCNC(=O)c1ccc2c(OCC)n(CCCC)nc2c1	5.1%	-0.5%	2.0%	12.8%	-0.2%	inhibitors of VEEV 10K pilot screen=2.2
CCc1ccc(C(=O)COC(=O)[C@@H](NC(N)=O)[C@@H](C)CC)cc1	0.8%	1.5%	2.7%	0.2%	-1.4%	inhibitors of VEEV 10K pilot screen=0.8
O=C(Cn1nc(-c2ccc(F)cc2)ccc1=O)Nc1ccc(C(=O)NC2CC2)cc1	-3.8%	-12.7%	2.2%	-7.6%	4.9%
COc1ccccc1CNC(=O)[C@@H]1CCCN1S(=O)(=O)c1ccc(C)cc1	0.1%	-4.8%	i	-7.3%	-6.8%
Brc1ccc(-c2nc(-c3ccncc3)no2)o1	-10.5%	13.9%	1.6%	-4.7%	-19.6%
COCc1c(C(=O)N2CCN(c3ccccc3C)CC2)oc2ccccc12	1.3%	x	0.8%	19.8%	-0.9%
COc1cccc(C(=O)C2CCCN(Cc3c(C)n(C)n(-c4ccccc4)c3=O)C2)c1 (stereo not given)	-6.5%	7.4%	1.2%	-0.6%	-26.4%
CCN(CC(=O)Nc1c(F)cccc1F)C(=O)CCOc1ccccc1	1.9%	-2.0%	i	34.6%	3.3%
CN1CCN(Cc2nc(Cc3ccccc3)no2)CC1c1ccccc1 (stereo not given)	10.0%	-11.9%	0.6%	11.0%	1.4%
CCCCCSc1nc2c(cnn2-c2ccccc2)c(=O)[nH]1	-5.8%	6.5%	i	-3.0%	-2.3%
O=C(COC(=O)/C=C/c1cccs1)NC1CC1	2.0%	-10.3%	i	20.5%	-0.5%
COc1ccc(OC(=O)c2ccc(OC)c(S(=O)(=O)N3CCOCC3)c2)cc1	-0.2%	-5.8%	7.0%	x	-5.7%
Cc1csc(NC(=O)COc2ccc3c(C)cc(=O)oc3c2)n1	-1.8%	-3.9%	3.1%	-9.8%	-15.2%
CCC1(c2ccccc2)NC(=O)N(CC(=O)Nc2cc(C(F)(F)F)ccc2N2CCCC2)C1=O (stereo not given)	0.6%	6.5%	4.9%	-1.0%	0.5%
O=c1cc(CSc2nnnn2-c2ccccc2)[nH]c2[nH]n(-c3ccccc3)c(=O)c12	-2.2%	8.6%	1.9%	-4.3%	-7.5%
C[C@H](NC(=O)C1(c2ccccc2)CCN(C(=O)OC(C)(C)C)CC1)C(=O)N[C@@H](C(=O)O)c1ccccc1	-10.4%	-12.3%	0.3%	-7.7%	-4.5%
O=C(CN1CCN(Cc2ccccc2)CC1)NNC(=O)c1ccccc1	0.9%	x	1.3%	-1.4%	-2.5%
COc1cccc(CC(=O)NCC2COc3ccccc3O2)c1OC (stereo not given)	-1.5%	-1.4%	i	-4.9%	3.8%
O=C1CCCc2cc3c(cc21)CC1(C3)Cc2cc3c(cc2C1)C(=O)CCC3	12.4%	2.8%	1.9%	67.1%	7.9%

Nothing new here: an excerpt of the list.
SMILES	H37Rv inhibition	PhoP GFP inhibition	inhibitors of VEEV	tuberculosis growth	H1N1 NS1A inhibition	others
CCN(CC(=O)Nc1c(F)cccc1F)C(=O)CCOc1ccccc1	1.9%	-2.0%	i	34.6%	3.3%
CN1CCN(Cc2nc(Cc3ccccc3)no2)CC1c1ccccc1 (stereo not given)	10.0%	-11.9%	0.6%	11.0%	1.4%

Later entries:
SMILES	H37Rv inhibition	PhoP GFP inhibition	inhibitors of VEEV	tuberculosis growth	H1N1 NS1A inhibition	others
O=C(Nc1nc2c(s1)CCCC2)c1ccc(Br)o1	18.4%	-0.6%	6.8%	71.7%	-7.9%
COc1ccc(C(CNC(=O)c2cc(S(=O)(=O)NCc3ccco3)ccc2C)N(C)C)cc1 (stereo not given)	-4.6%	x	10.4%	12.9%	6.0%
CN1CCN(c2ccc([N+](=O)[O-])cc2S(=O)(=O)N2CCOCC2)CC1	0.7%	-4.8%	0.2%	-5.7%	0.5%
CCOC(=O)C1(Cc2ccc(Cl)cc2)CCN(C(=O)c2cc(C)nc(C)n2)CC1	-5.9%	1.1%	1.3%	0.9%	-17.1%
N#Cc1c(N)sc(=S)c2c1CCCC2	-4.3%	-11.0%	6.6%	71.6%	0.7%
COc1cccc(CNc2ncnc3ccc(-c4c(C)noc4C)cc23)c1	-4.9%	x	9.0%	10.2%	-15.9%
C/C(=N\NC(=O)c1ccc([N+](=O)[O-])cc1Cl)c1ccccc1	0.8%	1.8%	1.7%	2.0%	7.7%
Nc1cc2c3ccccc3ccc2c2ccccc12	x	x	3.4%	x	1.6%
COc1ccc(C(=O)NCc2cccnc2)cc1OC	7.8%	4.7%	i	-16.9%	2.3%	inhibitors of VEEV 10K pilot screen=0.2
COC(=O)[C@@]1(Cc2ccccc2)[C@H]2C(=O)N(Cc3ccccc3)C(=O)[C@H]2[C@H]2CN=C(SCc3ccc(Cl)cc3)N21	x	x	0.7%	x	-29.8%
Cc1ccc(N2N=C(C(=O)O)CCC2=O)cc1Cl	-1.8%	-6.3%	0.8%	-1.1%	-4.1%
Cc1ccc(C(=O)Nc2cc3ccccc3oc2=O)cc1	0.5%	-13.4%	8.1%	-13.8%	-13.3%
COc1ccc(-n2nc(C(=O)NCC(=O)N3CCN(c4ccccn4)CC3)c3ccccc3c2=O)c(OC)c1	-4.8%	-17.8%	5.9%	6.3%	-4.7%
Cc1cccc(NC(=O)CSc2nc3sc(C)cc3c(=O)n2C)c1	x	x	i	x	0.1%
O=C(NCc1cccnc1)C1CC(=O)N(c2ccc(F)cc2)C1 (stereo not given)	0.4%	-3.6%	1.7%	5.3%	-22.3%
COc1cc(C(=S)N2CCCC2)cc(Cl)c1OCC(=O)Nc1ccc(C)cc1C	-2.2%	-6.6%	0.2%	23.5%	-0.1%
CCN1C[C@]2(COC)CC[C@H](OC)[C@@]34C1[C@]1(OCO[C@@]15C[C@H](OC)[C@H]1C[C@@H]3[C@@H]5[C@H]1OC)[C@@H](O)[C@H]24	-1.5%	-7.8%	i	7.1%	-0.1%
Cc1ccc(NC(=O)c2cc(C)nc3ccccc23)cc1	-3.8%	0.6%	0.8%	-1.2%	-2.7%
CC(=O)NS(=O)(=O)c1ccc(NC(=S)NC(=O)CC(C)C)cc1	11.5%	-3.9%	0.6%	4.3%	x
Cc1cc(C)n2c(SC/C(O)=C(\C#N)c3nc4ccccc4[nH]3)nnc2n1	-3.2%	-0.7%	5.2%	-5.8%	-2.9%
Cc1cccc(NC(=O)/C(=C\c2ccco2)NC(=O)c2cccs2)c1	-0.9%	-3.8%	3.8%	22.1%	13.2%
CCC1(C)COC(c2ccc(OC)c(OC)c2)OC1 (stereo not given)	x	x	2.7%	x	-19.8%
CCn1c(=O)cc(OCC(=O)NCCC(C)C)c2ccccc21	-3.6%	-8.8%	2.3%	20.1%	3.9%
Cc1cc(=O)n(-c2ccccc2)n1C	-6.0%	x	0.8%	-17.6%	-5.4%
Cc1cc(C)nc(N(C#N)CC(=O)N(c2ccccc2)C(C)C)n1	0.9%	-2.5%	0.5%	6.6%	-5.8%
Cc1c(C(=O)NCCC2=CCCCC2)oc2ccc(S(=O)(=O)N3CCC4(CC3)OCCO4)cc12	-3.5%	0.0%	6.6%	38.5%	9.7%
CC1CCCCN1CCn1cnc2c([nH]c3ccccc32)c1=O (stereo not given)	-0.9%	3.4%	0.9%	-4.3%	-6.8%
CC[C@@]1(C(=O)OC)N[C@H](CN(C)C(C)=O)[C@@H]2C(=O)N(Cc3ccccc3)C(=O)[C@@H]21	6.0%	x	0.3%	-2.8%	-23.7%

Arranged by number of heavy atoms (smallest number first): 3 of the compounds above
SMILES	H37Rv inhibition	PhoP GFP inhibition	inhibitors of VEEV	tuberculosis growth	H1N1 NS1A inhibition	others
Cc1cc(=O)n(-c2ccccc2)n1C	-6.0%	x	0.8%	-17.6%	-5.4%
CC[C@@]1(C(=O)OC)N[C@H](CN(C)C(C)=O)[C@@H]2C(=O)N(Cc3ccccc3)C(=O)[C@@H]21	6.0%	x	0.3%	-2.8%	-23.7%
Cc1c(C(=O)NCCC2=CCCCC2)oc2ccc(S(=O)(=O)N3CCC4(CC3)OCCO4)cc12	-3.5%	0.0%	6.6%	38.5%	9.7%
